Akt phos inh: inhibitors of Akt phosphorylation. Neuro2A IGF-stimulated pAkt S473 HTRF, 20 min; hits give low values. AID 651550. activity change, % for hits at 50 µM. 0.32% of 360,000 active; in the data active means activity change below about -80%; inconclusive means mostly about -51% to -80%; further: on the % scale 0 is the no-effect control and ±100 the full control effect
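Neuro2A cells (4,500/well, DMEM with 0.5% FBS) were treated with compound at a single 50 µM final concentration, stimulated with 6 nM IGF for 20 min at 37 °C, and lysed. Phospho-Akt Ser473 was read by HTRF as 665/615 ratio ×10^4.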
FUS yeast rescue: FUS proteinopathy suppression in yeast | S. cerevisiae FUS-expressing, growth rescue, OD600, 24 h | Potency, µM (top dose mostly 76.6 µM), inactives show at the highest dose growth rescue (activation), most hits filed as activators | 0.24% of 390,000 active;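 further: potency means the concentration at half of the fitted maximal effect; plate controls were DMSO vehicle for no effect and reference control for full effect; nearly all actives have a fitted effect of over 55% in size; some results filed as inactive show a strong effect at the top dose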
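Steps: raffinose overnight preculture; dilution to OD 0.005 in 2% galactose minimal medium; compound addition (concentration series); 24hr at 30C, 99% humidity; absorbance read at 600 nm.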
D3 antag: D3 dopamine receptor (human) antagonism. P35462. D3R cells, DiscoveRx beta-arrestin luminescence, antagonist mode; hits give low values. max response, negative = inhibition, %. 2.5% of 360,000 active. AID 652054; in the data active means max response below about -50%; inconclusive means no clear call, values can overlap the other calls; further: on the % scale 0 is the no-effect control and ±100 the full control effect; mostly tested at two doses, the higher about 12 µM
Target sequence (P35462 whole entry, looked up): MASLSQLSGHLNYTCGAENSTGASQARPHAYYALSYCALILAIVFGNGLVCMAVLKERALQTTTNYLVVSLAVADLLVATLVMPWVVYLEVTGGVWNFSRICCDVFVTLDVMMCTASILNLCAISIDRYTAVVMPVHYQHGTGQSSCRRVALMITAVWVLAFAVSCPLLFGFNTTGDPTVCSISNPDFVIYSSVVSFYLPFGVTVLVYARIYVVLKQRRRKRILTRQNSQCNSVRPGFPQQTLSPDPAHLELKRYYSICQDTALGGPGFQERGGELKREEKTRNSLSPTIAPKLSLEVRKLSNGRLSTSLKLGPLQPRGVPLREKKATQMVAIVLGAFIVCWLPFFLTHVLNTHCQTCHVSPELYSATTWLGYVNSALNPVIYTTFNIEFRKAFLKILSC
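Cells plated overnight at 1500 cells/well, then exposed to library compounds with dopamine controls for 90 minutes at 37 degrees C. DiscoveRx reagent added for 30–60 minutes at room temperature; luminescence read, quantitative HTS format.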
aSyn rescue: inhibitors of alpha-synuclein toxicity in yeast | Yeast expressing alpha-synuclein, growth rescue, BacTiter-Glo, 24 h | Potency, µM (top dose mostly 46.1 µM), without a hit: top-dose growth rescue (activation), usual class: activators | 0.14% of 370,000 active; further: potency means the concentration at half of the fitted maximal effect; % of control where 0% means no effect; nearly all actives have a fitted effect of over 65% in size
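Screening used galactose-induced yeast with toxic alpha-synuclein levels, exposed to compound for 24 hr at 30 deg C. Cell growth, read with BacTiter-Glo luminescence, gave the measured signal.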
GLP1R ag: GLP-1 receptor (human) agonism | P43220 | HEK293 GLP-1R CRE-luciferase, luminescence, 4-6 h; cells express a hypersensitive GLP-1R form | Potency, µM (highest dose often 45.6 µM), for the others: top-dose activation, most hits filed as activators | 0.007% of 380,000 active | AID 624172; further: potency means the concentration at half of the fitted maximal effect; % of control where 0% means no effect
PTHR1 agonist: agonists of human PTHR1 parathyroid hormone receptor. Q03431. HEK293 GP2 PTHR1 cells, GloSensor cAMP luminescence, 1 h. Potency, µM (highest dose often 115 µM), for inactives: top-dose activation, hits mostly activators. 0.075% of 410,000 active; further: potency means the concentration at half of the fitted maximal effect; nearly all actives have a fitted effect of over 55% in size; some results filed as inactive show a strong effect at the top dose; inactives centre near -15; many of its hits are not listed in these tables
Target sequence (Q03431 whole entry, looked up): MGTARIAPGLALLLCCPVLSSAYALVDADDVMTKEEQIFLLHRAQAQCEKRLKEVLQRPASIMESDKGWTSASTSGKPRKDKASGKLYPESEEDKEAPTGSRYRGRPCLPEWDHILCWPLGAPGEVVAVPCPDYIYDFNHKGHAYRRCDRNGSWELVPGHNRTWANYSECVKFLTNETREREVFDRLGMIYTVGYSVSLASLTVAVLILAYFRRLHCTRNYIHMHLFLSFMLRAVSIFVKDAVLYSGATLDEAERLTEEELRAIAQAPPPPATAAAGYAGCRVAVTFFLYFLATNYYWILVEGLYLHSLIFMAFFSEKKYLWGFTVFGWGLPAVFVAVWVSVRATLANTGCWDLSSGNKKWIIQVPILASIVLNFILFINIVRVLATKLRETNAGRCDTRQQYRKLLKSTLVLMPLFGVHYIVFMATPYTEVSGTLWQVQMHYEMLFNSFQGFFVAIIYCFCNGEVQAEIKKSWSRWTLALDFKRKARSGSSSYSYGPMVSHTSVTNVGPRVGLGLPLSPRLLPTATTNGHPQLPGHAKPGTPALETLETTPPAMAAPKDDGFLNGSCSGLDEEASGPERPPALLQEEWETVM
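HEK-293-derived GP2 cells expressing PTHR1 and a GloSensor cAMP reporter, 3,000/well, plated overnight, given luciferin plus IBMX (each 0.5 mM as added) for 1 h at 37 °C, then compound for 1 h at 37 °C. Luminescence was read after 15 min at room temperature.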
TDP-43 yeast inh: inhibitors of TDP-43 toxicity in yeast; TDP-43 expressing yeast growth rescue, BacTiter-Glo, 24 h; Potency, µM (titrated, usually from 46.1 µM), without a hit: top-dose growth rescue (activation), actives largely listed as activators; 1.8% of 410,000 active; AID 652104; further: potency means the concentration at half of the fitted maximal effect; % of control where 0% means no effect; nearly all actives have a fitted effect of over 50% in size
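Yeast expressing TDP-43 (pregrown in raffinose, seeded at OD600=0.02 in galactose medium) exposed to compounds 24 hr at 30 deg C. Growth read by BacTiter-Glo luminescence; rescue of toxicity appears as increased signal.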
GLP1R inv ag: GLP-1 receptor (human) inverse agonism; P43220; HEK293 GLP-1R CRE-luciferase, luminescence, 24 h; GLP-1R form is constitutively active; Potency, µM (top dose mostly 38.3 µM), for inactives: at the top dose activity change, negative = inhibition, hits mostly inhibitors; 1.6% of 410,000 active; AID 624417; further: potency means the concentration at half of the fitted maximal effect; on the % scale 0 is the no-effect control and ±100 the full control effect; nearly all actives have a fitted effect of over 55% in size
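Constitutively active GLP-1R drives a cAMP-responsive luciferase in stably transfected HEK293 cells; test compounds are added after overnight (12 h) attachment and left 24 hr, and signal loss in luminescence marks inhibition.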
Abeta yeast res: compounds reversing amyloid beta toxicity in yeast | yeast expressing A-beta42, growth rescue, OD600, 48 h; response scale: 0% DMSO, 100% iron-clioquinol control | Potency, µM (titrated, usually from 46.1 µM), without a hit: top-dose growth rescue, most hits filed as activators | 0.063% of 410,000 active | AID 1347071; further: potency means the concentration at half of the fitted maximal effect; nearly all actives have a fitted effect of over 55% in size
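Yeast growth medium received pinned compounds, then yeast cells expressing toxic A-beta were added; plates incubated at 30 C for 48 hr. Growth read as absorbance at 600 nm, normalized to DMSO and equimolar FeCl3 plus clioquinol controls.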
* hit, by the source's call; i = inactive; u = inconclusive; x = no result given; & = joins results of further samples; [ ] = another dose, or the depositor's remark. Unless noted, the call rests on the fitted dose curve; in most records, active means well fitted curve in the direction sought with a large enough effect; inconclusive means small, poorly fitted or top-dose-only effect, or another doubt; inactive means no such curve, though single readings can be large; an effect the other way counts as inactive or inconclusive.

Second line of a record – Akt phos inh	FUS yeast rescue	D3 antag	aSyn rescue	GLP1R ag	PTHR1 agonist	TDP-43 yeast inh	GLP1R inv ag	Abeta yeast res
1	O=C(OCc1nc2ccccc2s1)c1ccco1
  i	8%	11	5%	4%	i	u	11%[0.307 µM]	u
2	O=C(Oc1ccc(=O)n(-c2ccccc2)n1)c1ccccc1
  i	-4%	u	10%	-26%	18%	27%	23%	8%
3	N#Cc1cccnc1N1CCN(C(C(=O)NC2CCCC2)c2ccc(F)cc2)CC1 (configuration not stated)
  i	27%	-11	-3%	x	i	5%	16%	3%
4	Clc1ccc(-n2cc(-c3ccc(Br)cc3)[n+]3c2CCCCC3)cc1
  i	23%	-29	2%	-3%	-2%	15%	-1%	1%
5	Cc1ccc(S(=O)(=O)NCCC(=O)OCC(=O)N(Cc2ccccc2)C(C)(C)C)cc1
  i	-2%	4	1%	5%	-29%	13%	u	10%
6	COC(=O)C1=C(C)N(C)C(C)=C(C(=O)OC)C1c1ccncc1
  i	20%	u	-4%	0%	-2%[57.5 µM]	-13%	0%	-13%
7	Cc1c(N2C(=O)/C(=C/c3cccc4ccccc34)SC2=S)c(=O)n(-c2ccccc2)n1C
  i	2%	-5	-19%	-1%	-19%[57.5 µM]	-34%[inhibitor]	-6%	3%
8	CCN(CC(=O)NC(C)(C)C)C(=O)CCl
  i	5%	7	-1%	-7%	i	-1%	-15%	21%
9	CC(=O)Nc1ccc(N)cc1
  i	-45%	1	-3%	-5%	i	16%	0%	-20%
10	CCOc1ccc(C2CC(c3ccc(OC)cc3)n3ncnc3N2)cc1 (configuration not stated)
  i	11%	2	3%	4%	-24%	9%	-18%	6%
11	CCOc1cc(/C=C2\C(=O)N(c3cccc(C(F)(F)F)c3)C(=O)c3ccccc32)ccc1O
  i	8%	-3	-66%[inhibitor]	-8%	-27%	0%	56%[activator]	17%
12	COc1cc(NC(=O)C2CCN(c3cnccn3)CC2)cc(OC)c1
  i	9%&8%	-6	0%	8%	-2%&-26%	-10%&19%	1%&5%	-3%&-1%
13	Cc1ccc(C)c(Nc2cc(C(=O)NC3CCCCC3)c3ccccc3n2)c1
  x	-12%	x	x	x	i	7%	0%	-13%
14	COc1ccc(NC(=O)Cc2nnc(SCC(=O)Nc3nccs3)n2C)cc1
  i	1%	-2	-2%	2%	10%	-15%	1%	-22%
15	Cc1ccc(-c2cnc(NC(=O)CCC(=O)N(C)Cc3ccccc3)n2C)cc1
  i	41%	u	2%	-8%	-30%	7%	-8%	19%
16	O=C(COC(=O)c1cccnc1SC(F)F)NC1CC1
  i	-25%	-4	-1%	-2%	i	4%	4%	-20%
17	COc1ccc(NS(=O)(=O)c2ccc(Oc3cccc(C(=O)O)c3)cc2)cc1
  i	-2%	-10	u	-1%	-3%	15%	17%	2%
18	Cc1ccc(S(=O)(=O)c2nc(-c3ccccc3F)oc2NCc2ccccc2)cc1
  x	-19%	x	x	x	-3%	9%	5%	-9%
19	O=C(NCCSc1c(-c2ccc(Cl)cc2)[nH]c2ccccc12)c1ccc(S(=O)(=O)N2CCOCC2)cc1
  x	-21%	x	x	x	i	18%	-1%	-16%
20	COc1cccc(NC(=O)Nc2ccccc2SC)c1
  i	16%	-6	-9%	-3%	-7%	20µM*	u	11%
21	Cn1c(=O)c2sccc2n(Cc2ccc(Br)cc2)c1=O
  i	25%	41	4%	9%	-40%[inhibitor]	13%	14%	3%
22	COc1ccc(-c2nc(CS(=O)(=O)CC(=O)Nc3cccc(C(C)=O)c3)c(C)o2)cc1
  i	28%	10	-1%	7%	i	15%	-6%	-5%
23	O=S1(=O)CC(O)C(NCc2ccco2)C1 (configuration not stated)
  i	1%	21	-5%	5%	21%[57.5 µM]	-4%	-1%	-5%
24	CCn1c(=O)n(CC)c2cc(N3CCCC3)c(NC(=O)c3ccccc3OC)cc21
  i	6%	27	1%	19%	-16%	u	u	-16%
25	CC(Oc1ccc2ccc(=O)oc2c1)C(=O)NCCN1CCOCC1 (configuration not stated)
  x	-27%	3	-4%	0%	-8%	11%	5%	-12%
26	CC(C)(O)C(=O)NNC(=S)NCc1ccco1
  i	-33%	-11	2%	4%	i	2%	0%	4%
27	CC1CN(Cc2c(O)ccc3c(=O)c(-c4ccccc4)coc23)CC(C)O1 (configuration not stated)
  i	12%	5	4%	10%	-9%	-3%	4%	22%
28	CNc1ncnc2c1ncn2[C@H]1CN(Cc2ccc(F)cc2)C[C@@H](CO)O1
  i	-13%	13	3%	9%	-29%	0%	20%	-8%
29	O=C(OCc1cc(=O)n2c3c(sc2n1)CCCC3)c1cccc(NC(=O)c2ccccc2F)c1
  x	33%	x	x	x	25%	6%	-19%	-4%
30	S=C(NCC1CCCO1)Nc1cccc(Cl)c1 (configuration not stated)
  i	1%	1	3%	-19%	-24%	5%	7%[0.307 µM]	11%
31	CCCCn1nc(NC(=O)c2cccs2)c2cc3cc(OC)ccc3nc21
  i	x	82	x	-7%	-2%	u	u	x
32	O=C(CCNS(=O)(=O)c1cccc2nsnc12)Nc1ccc2c(c1)OCCO2
  i	4%	11	-12%	-5%	i	-5%	-19%	8%
33	O=C(C1CCCN(c2ncnc3c2nc2n3CCCCC2)C1)N1CCN(c2ccccc2F)CC1 (configuration not stated)
  i	10%	12	-9%	10%	-74%[inhibitor]	11µM*	u	-11%
34	Cc1ccc(NC(=S)NCCC(c2ccccc2)c2ccccc2)c(C)c1
  i	21%	-67*	0%	-8%	-21%[57.5 µM]	8%	u	9%
35	O=S(=O)(NCc1ccc(Cl)cc1)c1cnc[nH]1
  i	13%	-12	-1%	-16%	i	-9%	u	5%
36	CCOc1ccc(C(=O)CC(NCc2cccs2)C(=O)O)cc1 (configuration not stated)
  i	4%	u	11µM*	0%	-5%	-16%	u	-25%
37	COc1ccc(C2/C(=C(/O)c3ccc(C)cc3)C(=O)C(=O)N2CC2CCCO2)cc1OC (configuration not stated)
  i	2%	14	1%	1%	-2%	-12%[9.22 µM]	15%	-8%
38	NC(=O)c1ccc(NC(=O)COC(=O)c2c3c(nc4ccccc24)/C(=C\c2cccs2)CCC3)cc1
  i	6%	48	0%	-2%	i	-11%	u	-29%
39	CCc1ccccc1NC(=O)CN1CCN(C(=O)CNC(=O)c2ccccc2F)CC1
  i	16%	1	-1%[1.84 µM]	-5%	-15%	-7%	2%	-7%
40	COC(=O)C1CCN(C2CN(Cc3ccccc3)S(=O)(=O)C2)CC1 (configuration not stated)
  i	-27%	0	-3%	11%	-9%	25%	-9%	-9%
41	NC(=O)NS(=O)(=O)Oc1ccccc1
  i	-22%	-17	1%	0%	i	12%	-14%	-22%
42	COc1ccc(-c2cn[nH]c2-c2ccc(O)cc2O)cc1
  i	-3%	-16	-2%	-5%	-10%	3%	u	1%
43	O=C(NCCC(=O)N(Cc1ccco1)Cc1cccs1)c1ccccc1Cl
  i	u	-8	9%	11%	i	23%	u	-13%
44	COc1ccc(C(=O)O/N=C(\C)c2ccccc2)cc1
  i	5%	24	-30%	-19%	i	-12%	-17%	-61%[inhibitor]
45	O=C(Nc1cc(C(F)(F)F)ccc1N1CCCCC1)c1ccco1
  i	-34%	-23	-8%	-11%	-20%	7%	-1%	5%[9.22 µM]
46	CS(=O)(=O)N1CCC(C(=O)Nc2ccc(F)cc2)CC1
  i	13%	-3	3%	0%	-12%	10%	-1%	0%
47	CC(C)C[C@H](N)c1nnc(S(=O)(=O)Cc2cccc(F)c2)o1
  x	9%	u	-1%	-9%	-19%[57.5 µM]	22%	0%	-33%[inhibitor]
48	COc1ccc(NC(=O)CCCOc2ccc(C)cc2)cc1S(=O)(=O)N1CCCCC1
  i	-28%	-10	0%	-3%	-44%[inhibitor]	3%	u	1%
49	CCC(=O)N1CCC1(C)C(=O)Nc1ccc(C)c(C)c1 (configuration not stated)
  i	-27%	-20	1%	0%	i	7%	4%	-12%
50	O=C(NC1CSC/C1=N\O)c1ccccc1 (configuration not stated)
  i	18%	21	-1%	-17%	i	24%	0%	6%
51	COc1ccc(CN2C(=O)C(Cc3ccccc3)Nc3ncnc(N4CCCCC4)c32)cc1 (configuration not stated)
  i	u	-53*	3%	1%	i	13%	u	17%
52	CCOc1cc(Cn2c(-c3ccc(O)c(OCC)c3)nc3ccccc32)ccc1O
  x	u	x	x	x	i	10%	u	9%
53	O=C(CCc1ccncc1)NC1CCCc2c1cnn2-c1cc(F)cc(F)c1 (configuration not stated)
  i	-11%	2	-3%	-2%	-15%	3%	-16%	10%
54	COc1cccc(C(=O)Nc2cc([N+](=O)[O-])ccc2N2CCN(C)CC2)c1
  i	41%	-12	-4%	15%	i	0%	-6%	9%
55	Cc1nc(Cc2nnc(SCC(=O)N3CC(=O)Nc4ccccc43)o2)cs1
  i	2%	5	9%	4%	i	-8%	1%	2%
56	COc1cccc(/C=N/n2c(COc3ccccc3)n[nH]c2=S)c1
  i	4%	-17	6%	1%	-1%	0%	1%	9%
57	C=CCn1c(SCC(=O)NC2CCCc3ccccc32)nnc1-c1ccncc1 (configuration not stated)
  i	x	27	2%	5%	-13%	5%	-25%	11%
58	COc1ccc(-c2c(C)nn3c4c(cnc23)C(=O)CC(c2ccc(C)cc2)C4)cc1 (configuration not stated)
  x	-1%	x	x	1%	18%	-4%	1%	-18%
59	COc1cccc(/C=C/c2n[nH]c(=O)c(C#N)c2C)c1
  i	-1%	4	1%	-1%	i	-3%	-3%	6%

Assay outcomes deposited in PubChem BioAssay by National Center for Advancing Translational Sciences (NCATS).

The list is partial; rates above refer to the full screens.
